Rev-erbA mod – Rev-erb alpha (human) modulation; 370,000 tested, 0.79% active; P20393; activity, % at 10 µM; Rev-erbα–FITC-DNA binding, fluorescence polarization, 90 min;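 active means activity above about 14%, limit read from the data; passing the limit was not always enough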;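 further: 0% = DMSO wells with 35 nM protein and 100% = DMSO wells with 750 nM protein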
HTRA1 inh – inhibitors of human serine peptidase HTRA1 | 340,000 tested, 0.5% active | AID 504803 | inhibition, % at 5.96 µM | Q92743 | recombinant HTRA1, FP-rhodamine activity-based probe, fluorescence polarization; in the data active means inhibition above about 36%;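 further: 0% = enzyme with DMSO and 100% = wells lacking enzyme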
Target sequence (Q92743 whole entry, looked up): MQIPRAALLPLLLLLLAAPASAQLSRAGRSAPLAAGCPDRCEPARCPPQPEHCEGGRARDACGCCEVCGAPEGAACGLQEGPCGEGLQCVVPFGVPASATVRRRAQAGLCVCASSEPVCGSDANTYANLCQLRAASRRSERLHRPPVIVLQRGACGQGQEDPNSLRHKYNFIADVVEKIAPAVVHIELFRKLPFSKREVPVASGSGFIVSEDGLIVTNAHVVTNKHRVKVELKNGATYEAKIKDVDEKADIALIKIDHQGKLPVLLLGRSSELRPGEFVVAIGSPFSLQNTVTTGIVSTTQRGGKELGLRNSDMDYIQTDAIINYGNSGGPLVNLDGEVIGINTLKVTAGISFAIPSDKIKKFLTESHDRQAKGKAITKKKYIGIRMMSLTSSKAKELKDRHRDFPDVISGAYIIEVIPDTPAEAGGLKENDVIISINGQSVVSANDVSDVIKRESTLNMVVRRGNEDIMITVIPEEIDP
* hit, by the source's call.

SMILES	Rev-erbA mod	HTRA1 inh
O=C1CCCc2c1nc(-c1ccccc1)n2O	-4	0
Cc1cc(C(=O)Nc2cccnc2)no1	5	2
O=C(O)C1CC(=O)N(Cc2ccc3c(c2)OCO3)C1 (stereo unspecified)	3	6
CCC(C)NC(=O)c1cc(OC)c(OC)c(OC)c1 (stereo unspecified)	0	6
COC(=O)C1=C(C)NC(=O)CC1c1ccc(F)c(Br)c1 (stereo unspecified)	6	-4
CCOC(=O)N1CCC(NC(=O)c2cc(S(=O)(=O)N3CCOCC3)ccc2F)CC1	7	-1
Cc1ccc(C)c(Cn2nnc3c(=O)[nH]c(C4CCCN(C(=O)CC(C)C)C4)nc32)c1 (stereo unspecified)	-5	-5
O=c1[nH]c2ccccc2n1CCC1CCCCC1	-2	-11
CC(C)N(Cc1nc(-c2ccc(Cl)cc2)no1)C(=O)CN(C)S(=O)(=O)c1ccc(Cl)cc1	10	3
CN1CCN(c2nc3c(c(=O)n(C)c(=O)n3C)n2CC(=O)C23CC4CC(CC(C4)C2)C3)CC1	-2	-1
O=C(c1csc2c1CCCC2)N1CCN(c2ncccn2)CC1	2	2
O=C(NCCOc1cccc(Cl)c1Cl)c1cc(-n2cnnc2)ccc1Cl	0	-14

Record cards, as listed above. Order of screens: Rev-erbA mod	HTRA1 inh
Entry for `CN1CCN(c2nc3c(c(=O)n(C)c(=O)n3C)n2CC(=O)C23CC4CC(CC(C4)C2)C3)CC1` = -2	-1
Entry for `CCOC(=O)N1CCC(NC(=O)c2cc(S(=O)(=O)N3CCOCC3)ccc2F)CC1` = 7	-1
Entry for `CCC(C)NC(=O)c1cc(OC)c(OC)c(OC)c1` (stereo unspecified) = 0	6
Entry for `O=C(O)C1CC(=O)N(Cc2ccc3c(c2)OCO3)C1` (stereo unspecified) = 3	6
Entry for `COC(=O)C1=C(C)NC(=O)CC1c1ccc(F)c(Br)c1` (stereo unspecified) = 6	-4

4 entries drawn at random from the list so far:
SMILES	Rev-erbA mod	HTRA1 inh
O=C(c1csc2c1CCCC2)N1CCN(c2ncccn2)CC1	2	2
O=C(O)C1CC(=O)N(Cc2ccc3c(c2)OCO3)C1 (stereo unspecified)	3	6
CC(C)N(Cc1nc(-c2ccc(Cl)cc2)no1)C(=O)CN(C)S(=O)(=O)c1ccc(Cl)cc1	10	3
Cc1ccc(C)c(Cn2nnc3c(=O)[nH]c(C4CCCN(C(=O)CC(C)C)C4)nc32)c1 (stereo unspecified)	-5	-5

More structures follow.
SMILES	Rev-erbA mod	HTRA1 inh
CSCC[C@H](NC(=O)OC(C)(C)C)C(=O)N1CCC(C(=O)N[C@@H](C)C(=O)O)CC1	0	5
Cc1cc(C)nc(NN2C(=O)/C(=C/c3ccc(O)cc3)SC2=S)n1	9	-45
O=S(=O)(c1ccccc1Cl)N1CCC(O)(c2ccc3c(c2)OCO3)CC1	2	-4
COc1ccc(-c2noc(CSc3nnc(-c4ccccc4)n3C)n2)cc1	1	-2
CC(C)C(C(=O)NCc1ccco1)N(CC1CCCO1)C(=O)CNS(=O)(=O)c1ccc(F)cc1 (stereo unspecified)	-1	-2
CCN(CC)c1ccc(/C=N/N2CCN(Cc3ccc(C)cc3)CC2)c(O)c1	0	2
C=C(C)CSc1nnc(CCNC(=O)OC(C)(C)C)o1	-4	10
O=C(NC(=S)NCCc1ccccc1)c1ccccc1	6	-4
Cc1ccccc1CSc1nc2c(c(=O)[nH]1)CCC2	-2	4
O=C(NCc1ccco1)c1cc(-c2ccco2)on1	4	2
Cc1ccc(C(=O)C2=C(O)C(=O)N(Cc3ccccc3)C2c2cccnc2)o1 (stereo unspecified)	0	4
CCCc1nc2sc3c(c2c(=O)n1NC(=O)CCC(=O)O)CCCC3	-7	6

Part of the list above in another layout.
| smiles | Rev-erbA mod | HTRA1 inh |
| --- | --- | --- |
| CCN(CC)c1ccc(/C=N/N2CCN(Cc3ccc(C)cc3)CC2)c(O)c1 | 0 | 2 |
| C=C(C)CSc1nnc(CCNC(=O)OC(C)(C)C)o1 | -4 | 10 |
| O=C(NC(=S)NCCc1ccccc1)c1ccccc1 | 6 | -4 |

Other compounds:
SMILES	Rev-erbA mod	HTRA1 inh
O=C1/C(=C\c2cccnc2)SC(=S)N1C1CCS(=O)(=O)C1 (stereo unspecified)	2	-2
Cc1ccc(S(=O)(=O)c2nc(S(=O)(=O)c3ccc(C)cc3)c(NCc3ccco3)s2)cc1	7	-16
Cc1nn(-c2nc3ccccc3[nH]2)c(N)c1-c1ccc(Cl)cc1	4	26
Brc1ccc(-c2nnc3sc(CN4CCC5(CC4)OCCO5)cn23)cc1	-1	3
Cc1nn2c([nH]c(=O)c3ccccc32)c1C=O	6	0
CCCNC(=O)c1cccc(C(F)(F)F)c1	-3	1
CC(C)Cn1c(-c2csc3c2CCCC3)n[nH]c1=S	4	-4
CN(C)c1ccc(NC(=O)CN2CCC(C(=O)c3ccc(F)cc3)CC2)cc1	-2	-2
COc1cccc(NC(=O)N2CCN(C(=O)C(Cc3ccc(OC)c(OC)c3)NC(C)=O)CC2)c1 (stereo unspecified)	-2	0
CCc1nc2oc3cc(OC)ccc3c(=O)c2c(=O)n1Cc1ccccc1	-2	-6
COC(=O)C1=C(NC(=O)c2cccc(OC)c2)CCS1	2	1
CN1CCN(c2ccccc2NC(=O)Cc2ccc(Cl)cc2)CC1	-1	-6

Quoted from the listing.
Under Rev-erbA mod, COc1cccc(NC(=O)N2CCN(C(=O)C(Cc3ccc(OC)c(OC)c3)NC(C)=O)CC2)c1 (stereo unspecified) has the entry -2
Under HTRA1 inh, CN1CCN(c2ccccc2NC(=O)Cc2ccc(Cl)cc2)CC1 has the entry -6
Under HTRA1 inh, CCc1nc2oc3cc(OC)ccc3c(=O)c2c(=O)n1Cc1ccccc1 has the entry -6
Under Rev-erbA mod, Cc1ccc(S(=O)(=O)c2nc(S(=O)(=O)c3ccc(C)cc3)c(NCc3ccco3)s2)cc1 has the entry 7
Under Rev-erbA mod, CN(C)c1ccc(NC(=O)CN2CCC(C(=O)c3ccc(F)cc3)CC2)cc1 has the entry -2
Under Rev-erbA mod, CC(C)Cn1c(-c2csc3c2CCCC3)n[nH]c1=S has the entry 4
Under Rev-erbA mod, Cc1nn2c([nH]c(=O)c3ccccc32)c1C=O has the entry 6

The list goes on:
SMILES	Rev-erbA mod	HTRA1 inh
CS(=O)(=O)N(Cc1ccccc1)c1ccc(C(=O)N2CCN(c3cccc(Cl)c3)CC2)cc1	3	-17
O=C1Nc2ccc(F)cc2C12SCCS2	0	-1
CCOC(=O)c1c(NC(=O)C(C)Sc2cccc[n+]2[O-])sc2c1CCN(Cc1ccccc1)C2 (stereo unspecified)	2	1
CN(CC(=O)Nc1cccnc1)S(=O)(=O)c1cc(Cl)ccc1Cl	3	-1
O=C(c1cnn2c(C(F)F)cc(-c3ccccc3)nc12)N1CCCc2ccccc21	-1	-2
CCN(c1cccc(C)c1)S(=O)(=O)c1ccc2[nH]c(=O)c(=O)[nH]c2c1	1	2
Cc1c(NC(=O)c2cnn3cccnc23)c(=O)n(-c2ccccc2)n1C	0	6
O=C(c1cc(S(=O)(=O)N2CCCCC2)ccc1F)N1CCCCC1	-2	1
N#Cc1c(C(F)(F)F)cc(-c2ccc(Cl)c(Cl)c2)nc1SCCN1CCOCC1	3	-17
CN(C)S(=O)(=O)c1ccc(C(=O)Nc2ccccc2OC(F)(F)C(F)F)cc1	-5	-3
COc1ccc(CNC(=O)C2CCCN(c3nc4ccccc4o3)C2)c(OC)c1 (stereo unspecified)	-1	-3
CC(C)(C)CNc1cc(N2CCCC2)ccc1[N+](=O)[O-]	3	-6
Cc1ccc(NC(=O)C2(S(=O)(=O)c3ccc(C)cc3)CC2)cc1	-1	-6
O=C(CN(c1ccccc1F)S(=O)(=O)c1ccccc1)NC1CCCCCC1	2	-7
Cc1cccc(NC(=O)Cn2nc(C(F)(F)F)cc2C2CC2)c1	-2	-8
CCOC(=O)c1oc2ccc(S(=O)(=O)N3CCC(C)CC3)cc2c1C	3	-1
CNC(=O)c1cc2cc(OC)ccc2oc1=O	2	-1
CCOC(=O)c1c(C)[nH]c(C(=O)NNC(=O)c2ccccc2)c1C	0	-3
c1coc(-c2nnc(SCc3nc4ccccc4[nH]3)o2)c1	-1	8
O=C(NCc1cccs1)c1cnc2ccccn2c1=O	-3	4
Cc1cc(C)nc(NS(=O)(=O)c2ccc(NC(=O)c3ccc(S(=O)(=O)N4CCOCC4)cc3)cc2)n1	2	-7
O=C(Nc1c(F)cc(F)cc1Br)c1ccco1	3	8
CCNC(=S)Nc1ccc(N(c2ccccc2)C(C)C)cc1	-5	4
O=C(CN(Cc1ccccc1Cl)C(=O)Cn1nnc(-c2cccs2)n1)NCC1CCCO1 (stereo unspecified)	1	2
CC(C)NC(=O)c1cc(=O)n(C)c(=O)n1C	-4	3
O=C(Nc1ccccc1C(F)(F)F)NC1CCCCCCC1	-1	-10
CCCCN(CCCC)S(=O)(=O)c1ccc(NC(=O)CN2CCOCC2)cc1	-2	2
O=C(CSc1nc2ccccc2s1)c1cc2ccccc2o1	4	-55
COc1ccc(CN(C)C2CCCCC2)cc1	-1	2
CCOC(=O)Cn1c(S(=O)(=O)Cc2ccccc2Cl)nc(-c2ccccc2)c1-c1ccccc1	-3	-21
CC(C)(C)NC(=O)NC(=O)CSc1ncc(C(F)(F)F)cc1Cl	-5	-4
O=C(NC1CCCC1)c1csc2c1CCCC2	-3	-3
CN(C)c1ccc(CN(C(=O)COc2ccc(F)cc2)C2CCS(=O)(=O)C2)cc1 (stereo unspecified)	1	-4
COc1ccccc1Oc1ccc(S(=O)(=O)N2CCCC2)cc1	-4	-2
CCn1cc([N+](=O)[O-])c(C(=O)Nc2ccc(Cn3nc(C)cc3C)cc2)n1	-1	-3
O=C1C2CCCCN2C(=O)N1CCCN1CCN(c2ccc(F)cc2)CC1 (stereo unspecified)	-4	2
O=C(NCCN=C1NS(=O)(=O)c2ccccc21)c1ccco1	-5	1
CSc1n[nH]c(NCc2cccs2)n1	-1	5
Cc1cc(C)cc(CSCC(=O)N/N=C/c2ccc(OCC(=O)NCc3ccco3)cc2)c1	-2	-27
Cc1ccc(OC(F)F)c(NC(=O)Nc2cccc(C(F)(F)F)c2)c1	1	-24
CS(=O)(=O)N(CC(=O)N1CCCC1)c1cc(Cl)c(Cl)cc1Cl	-3	1
CCc1c(O)nc(SCC(=O)N2CCCCC2)n(-c2ccccc2C)c1=O	8	1
COc1ccc(-c2nnc(CSc3nc4ccccc4c(=O)n3C)o2)cc1OC	-5	1
O=C(NCc1cccnc1)c1noc2c1CCCCC2	1	4
COc1ccc(-c2nc3c(Br)c(N)c(Br)cc3o2)cc1	0	-6
COc1ccc(OC)c(-c2cc(C(=O)Nc3c(C)nn(Cc4ccccc4C)c3C)no2)c1	-1	-49
N#Cc1ccccc1Sc1ccccc1N	1	-3
CC(=O)Nc1cccc(OCC(=O)NS(=O)(=O)c2ccc(C)cc2)c1	-2	6
CC(=O)C1C(c2ccncc2)NC(=O)NC1(O)C(F)(F)F (stereo unspecified)	5	-4
O=C(CSc1nc2ccc([N+](=O)[O-])cc2[nH]1)NCCc1ccccc1	-1	-9
O=C1CCc2cc(S(=O)(=O)N3CCN(c4cccc(C(F)(F)F)c4)CC3)ccc2N1	0	-2
COc1cccc(NC(=O)CN2C(=O)C3(OCCCO3)c3ccccc32)c1	-4	-8
COC(=O)c1ccc(S(=O)(=O)NCCSc2nnc3c4ccccc4n(C)c3n2)cc1	29*	1
COc1ccc(-c2cn3cccnc3n2)cc1NC(=O)C1CC1	-4	-1
CCOC(=O)c1c(C)c(C(=O)NC(C)COC)c(C)n1CC (stereo unspecified)	1	-3
O=C(Nc1nc(-c2ccccc2)cs1)C1CCCCN1S(=O)(=O)c1ccc(Cl)cc1 (stereo unspecified)	-1	-70
O=C(O)Cn1nnnc1-c1ccc(F)cc1	-5	7
O=C(NCCN1CCOCC1)c1ccc2ccccc2n1	-4	2
CCOC(=O)CSCC(=O)Nc1cc(C)ccc1C	2	4
O=C(Nc1ccc(S(=O)(=O)NCc2ccccc2)cc1)Nc1ccc2c(c1)OCO2	-2	1
COc1ccc(CN(C(=O)CN2C(=O)C(C)Oc3ccccc32)C2CCCC2)c(OC)c1 (stereo unspecified)	-3	-20
O=C(CSc1ccccn1)Nc1nc2ccc(Br)cc2s1	1	-29

Only part of the results is shown. The share of hits here may be higher or lower than overall.
